# MPTP inh = blocks calcium-induced mitochondrial swelling. actives 1.4% (n = 360,000). AID 602449. isolated mouse mitochondria, Ca2+ swelling absorbance, 30 min. inhibition, % at 10 µM;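 active = inhibition of 50% or more, scaled per plate between neutral and stimulator controls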;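 also: 0% = DMSO wells given calcium and 100% = 1 mM EGTA wells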
# NR3A LBD binder = modulators (binders) of human NR3A ligand-binding domain; actives 2.5% (n = 340,000); NR3A LBD differential scanning fluorimetry, Tm shift; 0% = protein alone, 100% = glycine-bound protein; AID 1259313; Tm shift relative to glycine control, % at 25 µM;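 active = melting temperature shift of at least 10% of the positive control shift, at one fixed dose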
# hIAP activ = increases human intestinal alkaline phosphatase activity; actives 0.16% (n = 330,000); AID 2524; purified human IAP, CDP-Star luminescence, 30 min; stronger effect = higher value; 1 = vehicle-only enzyme, 0 = enzyme-free background; activation factor at 10 µM;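 active = activation factor of the enzyme at least 2-fold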; also: the source names both 10 and 20 µM as test concentration; values of inactives mirror those of a sister screen read the other way
# Target sequence (P09923 whole entry, looked up): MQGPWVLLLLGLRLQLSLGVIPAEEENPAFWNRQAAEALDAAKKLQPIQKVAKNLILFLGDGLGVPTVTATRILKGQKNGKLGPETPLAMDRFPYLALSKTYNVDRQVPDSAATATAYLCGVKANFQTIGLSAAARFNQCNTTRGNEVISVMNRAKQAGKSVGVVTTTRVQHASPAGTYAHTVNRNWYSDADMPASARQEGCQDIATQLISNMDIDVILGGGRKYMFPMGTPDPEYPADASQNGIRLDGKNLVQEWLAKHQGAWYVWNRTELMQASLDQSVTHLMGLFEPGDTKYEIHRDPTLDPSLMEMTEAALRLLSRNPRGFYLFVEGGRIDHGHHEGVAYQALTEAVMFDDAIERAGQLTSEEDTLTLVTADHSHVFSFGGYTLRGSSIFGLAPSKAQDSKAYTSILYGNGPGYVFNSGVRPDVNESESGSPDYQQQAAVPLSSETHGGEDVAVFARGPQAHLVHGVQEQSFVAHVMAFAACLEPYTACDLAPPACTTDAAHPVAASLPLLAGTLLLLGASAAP
# ATG4B inh = inhibitors of human ATG4B cysteine protease; ATG4B cleavage of LC3-PLA2, NBD-HPC fluorescence, 1 h; inhibition, % at 8.33 µM; Q9Y4P1; AID 504462; actives 0.51% (n = 340,000); in the data active = inhibition above about 40%
# SENP8 block = SENP8 (human) protease inhibition | Q96LD8 | recombinant SENP8, Nedd8 substrate fluorescence | inhibition, % at 20 µM | actives 0.64% (n = 360,000) | AID 602440; in the data active = inhibition mostly above about 40%, no sharp cut-off; inactive = mostly below about 27%
# PfG6PD inh = PfG6PD (Plasmodium falciparum) enzyme inhibition; inhibition, % at 20 µM; PfGluPho enzyme, NADPH resazurin-diaphorase fluorescence; actives 0.78% (n = 350,000); AID 504690;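 active = inhibition reaching at least a set limit at 20 µM in the primary screen, cut at about 59% in these data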;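 also: 0% = DMSO wells with substrate and 100% = DMSO wells lacking glucose-6-phosphate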
# SENP1 FRET inh = blocks the human SENP1 SUMO protease catalytic domain; inhibition, % at 10 µM; recombinant SENP1 catalytic domain, CyPet-SUMO1-YPet FRET cleavage; Q9P0U3; actives 0.21% (n = 360,000); AID 624204;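 active = inhibition at least 30% at 10 µM, raw YFP signal under a set limit, fluorescence ratio 0.5 to 1.5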;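 also: 0% = enzyme with DMSO and 100% = no enzyme wells; some results filed as inactive read as strong as hits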
#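 Test system: human SENP1 catalytic domain; medium: Tris pH 8 buffer plus EDTA, NaCl, BME, BSA, NP40, catalase; incubation: 50 min reaction at room temperature; technique: FRET, CFP and YFP emission; controls: no-enzyme low control and enzyme-plus-DMSO high control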
# SENP6 inh = inhibitors of human SENP6 protease; Recombinant SENP6 catalytic domain, aminoluciferin luminescence; actives 1.8% (n = 330,000); Q9GZR1; inhibition, % at 10 µM;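 active = inhibition above about 50% at the single tested dose, limit read from the data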;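 also: plate controls were DMSO wells with enzyme for no effect and DMSO wells lacking enzyme for full effect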
# Target sequence (Q9GZR1 628-1112 limits assumed): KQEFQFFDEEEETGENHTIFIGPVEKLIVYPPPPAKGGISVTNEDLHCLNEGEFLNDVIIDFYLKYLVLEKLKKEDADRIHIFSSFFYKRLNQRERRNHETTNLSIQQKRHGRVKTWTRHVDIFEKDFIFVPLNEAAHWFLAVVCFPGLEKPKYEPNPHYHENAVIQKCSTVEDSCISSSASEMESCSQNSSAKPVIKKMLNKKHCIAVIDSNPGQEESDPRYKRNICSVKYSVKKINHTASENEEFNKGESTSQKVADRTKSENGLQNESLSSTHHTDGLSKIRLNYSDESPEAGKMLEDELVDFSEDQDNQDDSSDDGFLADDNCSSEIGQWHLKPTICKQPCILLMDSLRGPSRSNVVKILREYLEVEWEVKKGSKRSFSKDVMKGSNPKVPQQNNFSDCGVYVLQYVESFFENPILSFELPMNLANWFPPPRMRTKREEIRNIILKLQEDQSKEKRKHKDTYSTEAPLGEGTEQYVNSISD
# An asterisk follows results filed as active; i = inactive; . = no result given. Random draw from the library (roughly 6.7% active in at least one column).
compound	MPTP inh	NR3A LBD binder	hIAP activ	ATG4B inh	SENP8 block	PfG6PD inh	SENP1 FRET inh	SENP6 inh
Cc1ccc(NC(=O)CN(C)C(=O)COC(=O)c2ccc(NC(=O)CC#N)cc2)cc1	-0.1	-5	1.2	-7	-6	5	-16	8
O=C(NCc1ccco1)C1CCCN1C(=O)Nc1cccc(Cl)c1 (stereo not given)	-1.2	-1	1	-4	10	-10	2	-16
Cc1cc(Cl)cc(Br)c1OCCCNCC(C)O (stereo not given)	2.6	-1	0.94	27	32	7	2	15
O=C(CSc1nnc(-c2ccco2)o1)NCC(=O)c1ccccc1	0.2	-8	1.1	-2	16	-3	2	2
Cc1cc(C)cc(N2C(=O)C3CC=CCC3C2=O)c1 (stereo not given)	0.2	-2	1.2	-8	7	-7	-1	-1
N#Cc1c(NC(=O)CSCC(=O)O)sc2c1CCCC2	0.1	0	0.95	1	8	33	2	-1
COc1ccc2c(c1)CCC/C2=N\OC(=O)c1ccccc1F	-3.0	-1	1.1	-12	18	11	2	-21
COc1ccc(C(=O)N(C)C2CCCc3ccccc32)cc1OC1CCN(C(C)C)CC1 (stereo not given)	-1.5	0	1.2	-1	4	-8	-9	5
O=C(COc1cccc2cccnc12)N1CCc2ccccc2C1	3.8	1	0.98	3	-64	-11	-4	4
CCOC(=O)c1c(NC(=O)C(F)(OC)C(F)(F)F)sc(C(=O)N2CCCCC2)c1C (stereo not given)	2.1	1	0.72	-8	4	8	3	13
CCn1c(SCc2ccc(C(=O)Nc3nccs3)cc2)nnc1-c1ccc(N)cc1	-1.1	-3	0.94	-3	1	10	1	6
CC(Sc1nc(-c2ccccc2)cc(C(F)(F)F)n1)C(=O)N1CCCC1 (stereo not given)	-1.2	-1	1.2	0	18	1	1	3
Cc1ccc(N2C(SCC(=O)O)=NC(=Nc3cccc(C)c3)C23CCCC3)cc1	1.2	-2	1	-2	13	9	2	0
COC(=O)c1cc(S(=O)(=O)NCCN2CCN(c3ccccc3F)CC2)c[nH]1	0.5	1	1.3	-4	13	1	0	-4
O=S(=O)(Nc1nc2ccccc2nc1Nc1ccc2c(c1)OCO2)c1ccc(F)cc1	51*	-7	0.88	0	-202	-2	-11	5
CCc1nnc(NC(=O)NC(C)(C)C)s1	-2.6	0	0.91	-1	7	-10	1	-5
COC(=O)c1ccc(C(=O)OC)c(NC(=S)N2CCN(C)CC2)c1	-1.3	0	1.1	9	-252	-8	-18	-14
CCCCP(=O)(c1ccccn1)c1ccccn1	-0.3	1	.	1	8	-20	1	.
Cc1nc2sc3c(c2c(=O)[nH]1)CCCC3	-1.3	-1	0.83	-3	10	6	1	-6
O=C(CCN1CCN(S(=O)(=O)c2ccc(Cl)cc2)CC1)Nc1ccc(F)cc1	-1.1	-3	1.2	-6	3	-1	0	-16
Cc1ccc(C)c(N2CCN(C(=O)c3ccccc3Br)CC2)c1	-2.4	0	1.8	-7	25	11	1	-14
Cc1nc2c3ccccc3nc(SCC(=O)c3ccc(Cl)cc3)n2n1	5.2	6	1	-6	7	-12	1	14
O=C(Cn1cnc2ccccc2c1=O)c1ccc2ccccc2c1	-4.1	3	0.92	-7	-28	10	1	-22
CCOC(=O)C(/C=N/c1cc(C)nn1-c1ccccc1)=C(\C)O	0.5	3	0.97	-14	12	-2	1	9
CC1CCN(S(=O)(=O)c2ccc(NC(=O)CCN3C(=O)c4ccccc4C3=O)cc2)CC1	0.4	-6	0.85	-5	14	8	1	-5
CC(OC(=O)c1ccc(F)c(S(=O)(=O)N2CCOCC2)c1)C(=O)NCC1CCCCC1 (stereo not given)	-0.5	-2	1.1	4	18	-3	0	-12
Cc1cc(C)c(NC(=O)CSc2nc3ccc(NC(=O)CSc4nnnn4Cc4ccccc4)cc3s2)c(C)c1	3.0	0	0.84	1	0	-32	0	0
CCCOc1ccc(C(=O)C(CN2CCOCC2)c2ccccc2)cc1 (stereo not given)	-1.0	2	1	-5	21	-3	1	-28
CCOc1ccccc1C(=O)Nc1nn[nH]n1	-0.4	1	1	1	19	-1	1	-12
CCOC(=O)CCC(=O)O[C@H]1[C@H](O[C@@H]2[C@@H](C)[C@H](O[C@H]3C[C@@](C)(OC)[C@@H](O)[C@H](C)O3)[C@@H](C)C(=O)O[C@H](CC)[C@@](C)(O)[C@H](O)[C@@H](C)C(=O)[C@H](C)C[C@@]2(C)O)O[C@H](C)C[C@@H]1N(C)C	1.0	1	.	3	-6	-19	0	.
CCOc1ccc(CN2CCN(Cc3ccsc3)C(CCO)C2)cc1CO (stereo not given)	2.2	-1	1.5	-3	18	0	1	-10
O=Cc1cn(-c2ccccc2)nc1-c1ccc(F)cc1	0.2	-1	0.91	29	16	-7	1	-12
CC1SCC(=O)N(CC(=O)NCCc2ccccc2)C1=O (stereo not given)	1.1	0	0.97	-5	11	3	4	-3
c1ccc(CN=C2NN=C(c3ccccc3)CS2)cc1	0.7	-2	0.85	4	1	15	7	2
COc1ccc(NC2CCCN(C(=O)c3cccc(C(F)(F)F)c3)C2)cc1OC (stereo not given)	-0.4	2	1.3	0	16	46	-4	1
Cc1cccc(NC(=O)c2cn(-c3ccccc3)nc2-c2ccccc2)c1	17	7	1.1	-1	12	36	0	-5

# Sorted by number of heavy atoms (low to high): part of the list above.
compound	MPTP inh	NR3A LBD binder	hIAP activ	ATG4B inh	SENP8 block	PfG6PD inh	SENP1 FRET inh	SENP6 inh
CC1SCC(=O)N(CC(=O)NCCc2ccccc2)C1=O (stereo not given)	1.1	0	0.97	-5	11	3	4	-3
Cc1cccc(NC(=O)c2cn(-c3ccccc3)nc2-c2ccccc2)c1	17	7	1.1	-1	12	36	0	-5
CC1CCN(S(=O)(=O)c2ccc(NC(=O)CCN3C(=O)c4ccccc4C3=O)cc2)CC1	0.4	-6	0.85	-5	14	8	1	-5
CCOC(=O)CCC(=O)O[C@H]1[C@H](O[C@@H]2[C@@H](C)[C@H](O[C@H]3C[C@@](C)(OC)[C@@H](O)[C@H](C)O3)[C@@H](C)C(=O)O[C@H](CC)[C@@](C)(O)[C@H](O)[C@@H](C)C(=O)[C@H](C)C[C@@]2(C)O)O[C@H](C)C[C@@H]1N(C)C	1.0	1	.	3	-6	-19	0	.

# (next part)
compound	MPTP inh	NR3A LBD binder	hIAP activ	ATG4B inh	SENP8 block	PfG6PD inh	SENP1 FRET inh	SENP6 inh
O=C(NCCc1ccccc1)c1ccc(CS(=O)(=O)c2ccc(Cl)cc2)o1	-0.2	2	0.97	-5	24	4	0	2
COc1ccc(Nc2nc(-c3c[nH]c4ccccc34)cs2)cc1	0.8	3	0.93	-4	-75	25	-31	29
O=C(O)c1ccc2c(c1)C(=O)N(c1ncccn1)C2=O	-0.4	-3	1	10	8	-12	3	-11
COC(=O)[C@H](C)NC(=O)Nc1cccc(C)c1	-1.7	0	1.2	-4	8	0	1	15
CCCc1cc(=O)oc2cc(C)cc(OC(C)C(=O)NCCN3CCOCC3)c12 (stereo not given)	0.5	-3	0.93	11	-262	-13	1	5
CCc1ccc(OCc2nnc(SCCN3CCOCC3)n2CC)cc1	-0.2	3	0.96	-1	4	-1	1	2
Cc1ccc(S(=O)(=O)N(CC(=O)O)Cc2ccccc2F)cc1	0.4	1	1	-4	14	-3	1	3
CCC(C)NCCCOc1cc(Cl)ccc1Cl (stereo not given)	1.3	-2	0.99	-15	3	2	2	-16
O=C(CSc1nnc(-c2ccoc2)o1)N1CCOCC1	1.6	-1	0.9	-9	11	-11	0	-19
Cc1cc(C(=O)Nc2ccc(C)c(C)c2)n(-c2ccccc2)n1	0.3	-5	1.1	-6	17	4	1	-2
COc1cccc(C(=O)N(Cc2ccccc2)Cc2cc3cc4c(cc3[nH]c2=O)OCCO4)c1	-0.4	-1	1	-14	-309	-3	3	-20
C#CCOCCOCCOCCNc1nc(N2CCN(C(=O)[C@H]([C@@H](C)O)n3cc(CCCCN)nn3)CC2)nc(N2CCN(C(=O)[C@H]([C@@H](C)CC)n3cc(CCCN=C(N)N)nn3)CC2)n1	0.4	-3	0.84	0	18	-8	2	-1
COc1ccc2sc(/C=C/c3ccccc3O)[n+](C)c2c1	6.4	0	.	-2	20	45	39*	.
Cc1ccc(OCCC(=O)OCC(=O)NC(=O)c2ccccc2)cc1	0.9	0	0.99	5	6	-6	1	-1
O=C(CSC1=NCCS1)Nc1nc2c(s1)CCCC2	0.9	0	1	-9	-2	-4	-33	6
CCOC(=O)c1sc2nc(N3CCOCC3)c3c(c2c1N)CCN(Cc1ccccc1)C3	0.4	-5	0.93	6	i	-15	-33	3
CCOc1ccc(S(=O)(=O)Nc2cc(OC)c(OC)cc2C(=O)O)cc1	0.3	2	1	-12	-48	-22	1	-3
CCOc1cccc(C(=O)Nc2ccc(NC(=O)c3ccccc3)c(C)c2)c1	1.1	0	1.3	-11	26	8	1	78*
Nc1nc2nc(-c3ccc(OCc4ccccc4)cc3)cc(C(F)(F)F)n2n1	7.1	-1	0.97	1	-316	-18	-81	0
COc1ccccc1-c1sc2ccccc2c1C#Cc1ccc(N(C)C)cc1	3.0	-1	0.98	-6	i	10	-30	-20
CCCc1nnc(SCC(=O)N2CCCCC2C)n1CCOC (stereo not given)	-1.4	-10	1	-1	1	-5	-1	-15
O=C/C(=C\Nc1ccc(Cl)cn1)c1nc2cc(Cl)ccc2o1	-1.8	5	1.1	-6	-305	0	-17	-31
Cn1cccc1Cc1nnc(SCC(=O)N2CCOCC2)n1-c1ccc(F)cc1	-2.0	-2	0.98	-6	-15	4	1	-3
CN(C)/C=C/C(=O)c1ccc(Cl)s1	0.3	0	1	-4	0	6	4	12
Fc1ccc(Cn2nnc(-c3ccc(CN4CCOCC4)cc3)n2)cc1	-0.2	0	1.1	-8	16	5	-2	-11
COC(=O)c1nc(NC(=S)NC(=O)c2cccs2)sc1C	2.3	0	0.95	1	1	-16	-4	15
COc1ccc(CN2C(=O)c3ccccc3C2=O)cc1C(=O)N(C)CC(=O)Nc1c(C)cccc1C	-0.5	0	0.97	-3	-2	-3	2	-1
CS(=O)(=O)Nc1nnc(CCc2ccccc2)s1	0.8	3	1.2	-3	-2	3	1	2
CC(=O)Nc1ccc(S(=O)(=O)c2ccc(C)cc2)cc1	-2.1	2	0.91	1	4	-4	4	2
O/N=C/c1ccc(-c2ccccc2OC(F)(F)F)o1	5.9	3	0.94	0	-9	20	0	-18
O=C(c1ccncc1)N1CCN(S(=O)(=O)c2ccccc2F)CC1	-1.7	1	1	0	1	1	3	-2
O=S1CCCSC1c1cccnc1 (stereo not given)	-1.0	0	0.79	-8	-26	0	-1	4
O=C(NCc1cccc(Cl)c1)c1ccc(-c2csnn2)cc1	2.4	1	1	2	12	-14	2	-9
O=C(Nc1nnc(C2CC2)s1)c1ccccn1	-0.8	1	0.79	1	10	5	2	69*
C/C(=N\NC(=O)CCCCCNC(=O)c1ccccc1)c1ccccc1O	-0.6	0	1.4	1	26	-23	0	-20
CN(C)Cc1cc(CN(C)C)c(O)c(CCc2ccccc2)n1	0.0	1	0.91	-13	6	1	-2	-11
CCOc1ccc(C(=O)N/N=C/c2cc([N+](=O)[O-])cs2)cc1	-0.1	-9	0.88	3	16	-3	3	-25
COc1ccc(C(NC(=O)C(C)C)c2ccc3cccnc3c2O)cc1 (stereo not given)	1.7	-4	1.3	-3	18	-36	3	3
Cn1nc([N+](=O)[O-])nc1Sc1ccc(C(C)(C)C)cc1	-0.1	0	0.83	0	28	11	3	2
COc1ccc2c3c(cccc13)OC2=O	0.1	-1	1	7	20	-12	2	-3
COCCOC(=O)/C(=C\c1cc(C(C)(C)C)c(O)c(C(C)(C)C)c1)C(C)=O	13	3	0.82	-7	23	12	-3	-26
CC1(C)CC(=O)CC(C)(C)N1OC(=O)c1ccco1	1.2	0	0.93	-2	12	8	1	-13

# High-throughput results deposited in PubChem by Sanford-Burnham Center for Chemical Genomics.
